Source: PubChem BioAssay
ATXN2 expr inh: Primary qHTS for Inhibitors of ATXN expression | HEK-293 ATXN2-luciferase reporter, luminescence, 24 h | actives 0.72% (n = 360,000) | Potency, µM (highest dose often 57 µM), without a hit: at the top dose activity change, negative = inhibition, hits mostly inhibitors | AID 1745845, 2022; also: potency is read from the fitted curve at half-maximal effect; % is scaled to controls: 0 for no effect and ±100 for the full control effect; nearly all actives have a fitted effect of over 55% in size
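ATXN2-luciferase reporter cells (luciferase flanked by upstream and downstream ATXN2 gene portions) were treated 24 h at 37 °C with compounds at up to 57 uM. SteadyGlo luminescence gave expression; GF-AFC fluorescence gave viability.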
HT1080 IDH1KD tx: qHTS for induction of synthetic lethality in tumor cells producing 2HG: qHTS for the HT-1080-IDH1KD cell line; HT-1080 IDH1 knockdown viability, ATP luminescence, 48 h; Potency, µM (highest dose often 46.1 µM), for inactives: at the highest dose activity, negative = toxicity, actives largely listed as cytotoxic; actives 2% (n = 360,000);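 also: potency is read from the fitted curve at half-maximal effect; 0% = DMSO wells and -100% = cell-free medium wells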
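In this qHTS, HT-1080 cells depleted of IDH1 are exposed for 48 h at 37 °C to compound titrations. Toxicity is scored from CellTiter-Glo luminescence, with DMSO as full viability and medium alone as none.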
KB-3-1 cytotox: qHTS assay for MDR1-selective chemotherapeutics: Primary screen using the parental adenocarcinoma cell KB-3-1; KB-3-1 viability, CellTiter-Glo ATP luminescence, 72 h; actives 1.4% (n = 400,000); Potency, µM (titrated, usually from 46.1 µM), for inactives: at the top dose activity change, negative = cytotoxic, hits mostly cytotoxic; also: potency is read from the fitted curve at half-maximal effect; % is scaled to controls: 0 for no effect and ±100 for the full control effect; nearly all actives have a fitted effect of over 60% in size
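KB-3-1 cells, DMEM (no phenol red) + 10% FBS; compound by pin transfer, 72 h, 37 °C. Readout: CellTiter-Glo luminescence after 10 min. Data normalized, curve-fitted.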
MCF10A rerep: A quantitative high throughput screen for small molecules that induce DNA re-replication in MCF 10a normal breast cells | MCF 10A DNA re-replication, Hoechst nuclear intensity, 48 h | Potency, µM (doses to about 46.1 µM), inactives show at the top dose activity, positive = re-replication, usual class: activators | actives 2.9% (n = 350,000); also: potency is read from the fitted curve at half-maximal effect; % of control where 0% means no effect; nearly all actives have a fitted effect of over 50% in size
HT1080NT lethal: qHTS for induction of synthetic lethality in tumor cells producing 2HG: qHTS for the HT-1080-NT fibrosarcoma cell line | Potency, µM (titrated, usually from 46.1 µM), for the others: at the top dose activity, negative = less viability, usual class: cytotoxic | actives 1.6% (n = 360,000) | HT-1080-NT fibrosarcoma viability, CellTiter-Glo ATP luminescence, 48 h;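 also: NT is the 2HG producing partner of a matched IDH1 knockdown line; potency is read from the fitted curve at half-maximal effect; 0% = DMSO-treated cells and -100% = media-only wells without cells; nearly all actives have a fitted effect of over 55% in size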
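HT-1080-NT fibrosarcoma cells (2HG-overproducing), 750 cells/well in RPMI with 5% FBS, dosed after 2 h and incubated 48 h at 37C. CellTiter-Glo luminescence normalized to DMSO and no-cell wells; concentration-response curves fitted and classed.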
S2 tox: Viability Counterscreen for Primary qHTS for Inhibitors of ATXN expression; Potency, µM (titrated, usually from 56.7 µM), hits mostly cytotoxic; actives 0.49% (n = 400,000); S2 cells (HEK-293 line with an ATXN2-luciferase reporter) viability, CellTiter-Fluor protease fluorescence, 24 h; also: potency is read from the fitted curve at half-maximal effect; nearly all actives have a fitted effect of over 40% in size
HepG2 tox: qHTS for Inhibitors of TGF-b: Cytotox Counterscreen | HepG2 CAGA-GFP viability, ATP luminescence, 18 h | Potency, µM (doses to about 46.1 µM), for inactives: at the highest dose activity change, negative = cytotoxicity, most hits filed as cytotoxic | actives 0.76% (n = 410,000); also: potency is read from the fitted curve at half-maximal effect; some results filed as inactive show a strong effect at the top dose
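CellTiter-Glo luminescence gave cytotoxicity after 18 hours at 37 degrees C. The cells were HepG2 CAGA-GFP in 1% FBS DMEM, stimulated with 500 pg/mL TGF-beta after compound addition. %Activity was normalised to no-cell wells (complete cell-killing) and DMSO (no toxicity), and curves were fitted and classified.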
IL-1B inflam inh: qHTS for Inhibitors of Inflammasome Signaling: IL-1-beta AlphaLISA Primary Screen | AID 743279, 2014 | actives 4.7% (n = 360,000) | activity change, % at 57.5 µM | THP-1 LPS/ATP IL-1B secretion, AlphaLISA, 16 h; active compounds read low; in the data active = activity change below about -50%; inconclusive = mostly about -30% to -49%; also: % is scaled to controls: 0 for no effect and ±100 for the full control effect
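THP-1 cells pretreated 1 hr with compounds (up to 57.5 uM final), then stimulated with LPS (250 ng/mL final) plus ATP (1.25 mM final); secreted IL-1B measured by AlphaLISA after 16 hr, decreased signal indicating inhibition.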
SW480 rerep: A quantitative high throughput screen for small molecules that induce DNA re-replication in SW480 colon adenocarcinoma cells; SW480 DNA re-replication, Hoechst DNA content imaging, 48 h; Potency, µM (titrated, usually from 46.1 µM), for inactives: top-dose re-replication activation, actives largely listed as activators; actives 1.8% (n = 340,000); AID 624297, 2012; also: potency is read from the fitted curve at half-maximal effect; % of control where 0% means no effect; nearly all actives have a fitted effect of over 55% in size
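DNA re-replication was detected as more nuclei of elevated Hoechst intensity after 48 hr exposure to compound (23 nL pinned per well of 250 cells).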
* = called active by the depositor; i = inactive; ? = inconclusive; nt = no result given; & = joins results of further samples; [ ] = another dose, or the depositor's remark. Unless noted, calls follow the shape of the dose curve; as a rule, active = well fitted curve in the direction sought with a large enough effect; inconclusive = small, poorly fitted or top-dose-only effect, or another doubt; inactive = no such curve, though single readings can be large; an effect the other way counts as inactive or inconclusive.

SMILES	ATXN2 expr inh	HT1080 IDH1KD tx	KB-3-1 cytotox	MCF10A rerep	HT1080NT lethal	S2 tox	HepG2 tox	IL-1B inflam inh	SW480 rerep
CCS(=O)(=O)c1ccc2oc(SCC(=O)Nc3ccc(OC)cc3)nc2c1	-10.2%	-1.5%	0.4%	-2.9%	-3.3%	i	-12.1%	17.3	?
O=C(Nc1ccc(N2CCOCC2)cc1N1CCOCC1)c1cccc([N+](=O)[O-])c1	-2.3%	0.5%	nt	?	2.9%	i	1.0%	6.2	-4.8%
Cc1ccc(S(=O)(=O)NCc2ccc(C(=O)NCCCN3CCC(Cc4ccccc4)CC3)cc2)cc1	-9.1%	?	-4.0%	4.1%	?	i	-32.9%	-64.6*	1.8%
O=C(Nc1ccc2c(c1)C(=O)NC2=O)c1cccc(C(F)(F)F)c1	-4.5%	0.5%	4.7%	12.1%	-2.1%	i	4.4%	13.9	-11.5%
CCOC(=O)c1sc(NC(=O)CCN2CCCCCC2)c(C(=O)OCC)c1C	1.5%	?	-0.5%	?	?	i	17.8µM*	-99.0*	?
COc1ccc(CCNc2nc(-c3ccc(O)cc3)cs2)cc1OC	?	-10.5%	-25.4%	?	-7.6%	i	-28.4%	-62.1*	-19.9%
O=C(NNC(=O)c1ccc(-n2cncn2)c([N+](=O)[O-])c1)c1ccc(Cl)cc1	-4.2%	1.4%	4.2%	-0.1%	-4.0%	i	-13.8%	-21.3	-4.4%
CC(C)Oc1ccc(OCCNC2CCCC2)cc1	10.0%	1.5%	-2.1%	?	-1.9%	i	-19.2%	-8.5	-9.4%
COc1cc(C(=O)NCC2CCCO2)ccc1OCc1ccccc1Cl (configuration not stated)	0.2%	-5.4%	7.8%	-3.4%	-2.0%	i	-21.4%	0.0	-5.9%
CC1CCN(S(=O)(=O)c2ccc3c(c2)N(C)C(=O)CC(=O)N3C)CC1	6.5%&7.7%	-1.2%	-2.2%&-2.2%	2.6%	-9.8%	i	4.3%&-18.7%	3.3	-4.9%
Cc1ccc(S(=O)(=O)N2CCOCC2)cc1C(=O)OCC(=O)N1CCc2ccccc2C1	7.5%	3.2%	5.9%	23.6%	?	i	7.9%	16.7	-5.1%
Cc1cccc2cc(C#N)c(NCCNC(=O)NC3CCCCC3)nc12	-15.2%	5.7%	3.2%	?	15.2%	i	8.2%	?	3.9%
COc1ccc(/C(O)=C2\C(=O)C(=O)N(c3cc(C)on3)C2c2ccccc2OC)cc1C (configuration not stated)	4.8%	-13.0%	-4.0%	8.8%	0.1%	i	-3.6%	10.0	0.0%
COc1cccc(CNC(=O)c2cc3ccccn3n2)c1	0.8%	8.7%	5.6%	0.8%	6.0%	?	-14.0%	6.4	-4.6%
O=S(=O)(c1cccs1)N1CCN(c2ccc(Cl)cc2)CC1	5.6%&6.7%	1.4%	?	?	-8.1%	i	-14.2%&-21.0%	-11.1	3.0%
C/C=C(\C)C(=O)Nc1cccc(C2=NOC3(C2)C[C@@H](C(N)=O)N(C(=O)c2ccccc2C(=O)c2ccccc2)C3)c1 (some centres not stated)	-5.8%	6.7%	13.6%	2.6%	2.6%	i	5.0%	-1.3	9.5%[9.22 µM]
CC(=O)C[C@H](O)CC(=O)[C@@H]1OC(=O)CCCCCc2ccccc21	4.7%	9.9%	10.7%	-16.0%	3.3%	i	-3.6%	16.9	?
C=C1c2cc(C)c(C)cc2NC(=O)N1c1ccccc1	0.7%	14.9%	12.9%	0.9%	15.9%	i	14.0%	23.6	-0.5%
COc1ccc(C2CC(=O)N(Cc3ccc(C)cc3)c3c2c(C)nn3-c2nc(C)cc(C)n2)c(OC)c1 (configuration not stated)	11.6%	nt	1.8%	nt	nt	i	7.4%	nt	nt
O=C(CSc1ccc2c(c1)OCCO2)Nc1ccccc1	nt	-2.3%	-16.3%	nt	-2.0%	i	0.7%	14.9	nt
CC(C)(C)C(=O)Nc1nc(=S)ss1	-7.2%	3.7%	?	18.6%	0.7%	i	4.8%	4.2	-6.1%
Cc1cccc(C)c1NC(=O)CN(C)C(=O)CCC(=O)c1ccccc1	4.8%	3.5%	21.1%	-6.9%	15.1%	?	-3.8%	-6.5	-6.2%
Cc1ccc2nc(NC(=O)C3CCN(S(=O)(=O)c4cc([N+](=O)[O-])ccc4Cl)CC3)sc2c1	-36.9%	-24.6%	?	10.1%	-4.3%	?	-23.5%	?	?
O=C(COc1ncnc2ccccc12)NCCC1=CCCCC1	4.5%	8.1%	-3.2%	-5.4%	8.7%	i	5.1%	5.3	2.1%
COC(=O)Cc1cc(=O)oc2cc(O)ccc12	2.7%	8.5%	-0.1%	16.4µM*	-1.0%	nt	12.3%	-69.6*	18.4µM*
CCOC(=O)C1=C(COC(=O)c2cccs2)NC(=O)NC1C (configuration not stated)	12.3%	0.3%	10.3%	-1.3%	0.3%	i	0.3%	4.2	-3.7%
C#CC(CC)(CC)NC(=O)NC1CCCCC1	3.1%	11.7%	-5.4%	-3.3%	15.9%	i	4.5%	-14.0	-3.4%
COc1ccccc1NC(=S)NC12CN3CN(CN(C3)C1)C2	-4.4%	0.0%	10.7%	3.6%	8.1%	i	5.3%	9.0	-2.7%
Cc1ccc(S(=O)(=O)N(C)C)cc1NC(=O)COC(=O)Cc1n[nH]c(=O)c2ccccc12	-13.5%	-4.3%	-3.7%	13.2%	-7.5%	i	-4.1%	0.6	0.9%
O=C(CSCc1ccc(Cl)cc1)NN=C1CCCC1	1.7%	0.3%	17.5%	-0.4%	1.7%	i	6.6%	-14.7	-4.5%

Structural class: the entries above with a thiophene ring, fused or not
SMILES	ATXN2 expr inh	HT1080 IDH1KD tx	KB-3-1 cytotox	MCF10A rerep	HT1080NT lethal	S2 tox	HepG2 tox	IL-1B inflam inh	SW480 rerep
CCOC(=O)c1sc(NC(=O)CCN2CCCCCC2)c(C(=O)OCC)c1C	1.5%	?	-0.5%	?	?	i	17.8µM*	-99.0*	?
O=S(=O)(c1cccs1)N1CCN(c2ccc(Cl)cc2)CC1	5.6%&6.7%	1.4%	?	?	-8.1%	i	-14.2%&-21.0%	-11.1	3.0%
CCOC(=O)C1=C(COC(=O)c2cccs2)NC(=O)NC1C (configuration not stated)	12.3%	0.3%	10.3%	-1.3%	0.3%	i	0.3%	4.2	-3.7%

More structures:
SMILES	ATXN2 expr inh	HT1080 IDH1KD tx	KB-3-1 cytotox	MCF10A rerep	HT1080NT lethal	S2 tox	HepG2 tox	IL-1B inflam inh	SW480 rerep
Cc1ccc(NC(=O)COC(=O)CNC(=O)c2ccc3ccccc3c2)c([N+](=O)[O-])c1	2.8%	4.2%	1.4%	-2.7%	-1.9%	i	0.9%	21.9	-6.8%
COCC(=O)Oc1c(S(=O)(=O)c2ccccc2)c(C)nn1C(C)(C)C	-10.0%	16.3%	1.5%	2.8%	-4.8%	i	-5.2%	40.3	1.2%
COc1ccc(CCNS(=O)(=O)c2cn(C)nc2C)cc1	12.2%	6.1%	-11.4%	-10.1%	17.2%	i	4.9%	-4.4	-2.1%
CCn1c(CNC(=O)COc2ccc(C(C)C)cc2)nnc1SCC(=O)Nc1ccccc1C(C)C	-25.8%	?	-8.0%	?	?	i	-29.9%	-19.9	-0.4%
COc1ccc(CCNC(=O)CSc2nnc(C(C)N(C)C)n2Cc2ccccc2)cc1OC (configuration not stated)	8.7%	6.3%	-14.5%	1.1%	5.6%	i	24.8%	16.4	-1.6%
O=S(=O)(c1ccc(N2CCCC2)nc1)N1CCOCC1	-7.4%	2.2%	-5.7%	0.2%	2.2%	i	8.3%	2.9	-0.4%
O=C(CSc1nc2ncccc2[nH]1)NC1CCCCC1	4.1%	14.0%	3.1%	-2.8%	14.3%	?	-2.0%	-6.6	-18.6%
Cn1c(N)c(C(=O)COC(=O)Cc2ccc(Cl)cc2Cl)c(=O)n(C)c1=O	-13.6%	-18.2%	0.0%	-0.2%	4.6%	i	2.7%	-24.3	-3.9%
COc1ccc(C(=O)NC(=S)Nc2ccc(CN3CCOCC3)cc2)cc1Cl	nt	-1.0%	-9.5%	0.5%	-3.5%	?	-61.0%	-10.5	-4.3%
Cc1ccc(NC(=O)C2CCN(C(=O)NC3CCCCC3)CC2)c(C)c1	-3.8%	-0.9%	24.9%	-0.9%	-2.0%	i	-14.1%	-19.2	0.9%
CCNC(=O)CC1C(=O)N(c2ccccc2)C(=O)N1CCC(C)C (configuration not stated)	4.8%	17.0%	9.1%	0.3%	16.1%	i	-10.3%	-1.1	-3.6%
CCCc1cc(NCc2ccccn2)n2nc(C)c(-c3ccccc3)c2n1	10µM*	?	?	?	-24.7%	?	-41.3%	22.3	3.26µM*
COc1ccc(C2=NOC(Cn3nc(-c4ccccc4)cc3C(=O)NCc3ccccc3OC)C2)cc1 (configuration not stated)	-10.1%	9.2%	14.3%	?	1.2%	i	1.9%	-22.7	0.6%
COc1ccc(C(c2c(NC(C)=O)sc3c2CCCC3)N2CCN(CCO)CC2)cc1OC (configuration not stated)	8.5%	-0.6%	-1.7%	13.8%	-1.1%	i	-14.1%	-14.1	3.8%
CC(=O)Nc1ccc(S(=O)(=O)NCCC(=O)OCC(=O)NC(C)c2ccc(Cl)cc2)cc1 (configuration not stated)	nt	0.2%	-0.3%	13.9%	-0.4%	i	10.4%	-5.1	-19.7%
S=c1nc[nH]c2c1sc1nc(N3CCOCC3)c3c(c12)CCCC3	-30.7%	-2.6%	21.5%	-6.3%	14.7%	i	-61.9%	-6.6	-6.6%
